RECQ1 inh – blocks DNA unwinding by human RECQ1. P46063. AID 2549. RECQ1 DNA unwinding, red fluorescence kinetic read. Potency, µM (top dose mostly 57.3 µM), inactives show top-dose activity, negative = inhibition, actives largely listed as inhibitors. actives 0.54% (n = 240,000);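 further: plate controls were vehicle for no effect and no enzyme for full effect; nearly all actives have a fitted effect of over 30% in size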
Target sequence (P46063 whole entry, looked up): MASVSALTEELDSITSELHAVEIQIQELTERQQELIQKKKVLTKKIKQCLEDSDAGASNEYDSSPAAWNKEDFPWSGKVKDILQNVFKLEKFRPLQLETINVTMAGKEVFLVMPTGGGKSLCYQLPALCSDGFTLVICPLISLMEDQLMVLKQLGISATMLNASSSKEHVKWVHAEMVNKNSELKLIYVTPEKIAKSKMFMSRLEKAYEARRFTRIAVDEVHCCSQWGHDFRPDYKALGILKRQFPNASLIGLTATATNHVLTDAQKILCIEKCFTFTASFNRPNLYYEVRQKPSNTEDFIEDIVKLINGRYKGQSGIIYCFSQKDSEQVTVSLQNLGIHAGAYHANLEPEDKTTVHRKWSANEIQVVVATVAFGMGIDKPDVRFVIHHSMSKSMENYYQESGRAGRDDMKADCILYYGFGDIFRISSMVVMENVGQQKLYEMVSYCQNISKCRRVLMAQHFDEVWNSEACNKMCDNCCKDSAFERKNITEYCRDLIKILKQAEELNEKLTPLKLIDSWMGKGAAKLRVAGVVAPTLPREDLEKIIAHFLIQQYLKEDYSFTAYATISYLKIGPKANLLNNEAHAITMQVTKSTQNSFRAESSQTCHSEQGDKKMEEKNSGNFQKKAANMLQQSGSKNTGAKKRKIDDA
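50 nM RECQ1T1 preincubated 15 min with compound in Tris pH 8.0 buffer with MgCl2, DTT, Tween-20 and 2.5 ug/ml poly(dI-dC); started with 200 nM TAMRA/BHQ-2 forked duplex and 2 mM ATP. Unwinding read as fluorescence (525/598 nm), two reads 2 h apart.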
Luc counter – blocks Kinase-Glo luciferase, a counter-screen artifact; Q27757; Kinase-Glo luciferase, ATP luminescence, 8 min; Potency, µM (series often up to 38.3 µM), without a hit: at the highest dose activity change, negative = inhibition, most hits filed as inhibitors; actives 0.28% (n = 200,000); AID 1379; further: on the % scale 0 is the no-effect control and ±100 the full control effect; nearly all actives have a fitted effect of over 60% in size
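Recombinant Kinase-Glo luciferase, 10 uM ATP (linear range), luciferin; imidazole pH 7.2 / KCl / MgCl2 / Tween / BSA buffer; 8 min RT; luminescence.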
NPSR antag – blocks cAMP signaling of the human neuropeptide S receptor | Q6W5P4 | CHO-NPSR cells, cAMP TR-FRET, antagonist mode | Potency, µM (series often up to 38.3 µM), for inactives: at the top dose activity change, negative = inhibition, hits mostly inhibitors | actives 1% (n = 220,000) | AID 1461; further: on the % scale 0 is the no-effect control and ±100 the full control effect; nearly all actives have a fitted effect of over 50% in size; many of its hits are not listed in these tables
Target sequence (Q6W5P4 whole entry, looked up): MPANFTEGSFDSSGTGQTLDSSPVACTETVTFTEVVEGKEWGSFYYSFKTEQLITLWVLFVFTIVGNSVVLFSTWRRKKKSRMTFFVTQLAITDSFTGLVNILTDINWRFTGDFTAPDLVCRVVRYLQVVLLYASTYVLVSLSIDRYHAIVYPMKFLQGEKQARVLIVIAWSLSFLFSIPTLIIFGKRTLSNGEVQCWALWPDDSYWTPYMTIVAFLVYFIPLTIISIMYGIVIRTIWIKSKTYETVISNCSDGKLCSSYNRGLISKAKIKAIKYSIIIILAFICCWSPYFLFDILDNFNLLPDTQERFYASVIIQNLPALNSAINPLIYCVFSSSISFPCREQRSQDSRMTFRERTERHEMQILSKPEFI
Epigenetic derep – regulators of epigenetic silencing causing reporter derepression in mouse cells; murine LDR cells, GFP reporter derepression, 30 h; Potency, µM (titrated, usually from 53.9 µM), without a hit: at the highest dose GFP activation, actives largely listed as activators; actives 0.2% (n = 280,000); further: % of control where 0% means no effect; nearly all actives have a fitted effect of over 60% in size
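Murine LDR cells bearing a silenced CMV-driven GFP reporter were exposed to compound for 30 h at 37 C. After PBS washes, GFP-positive cells (20-120 um objects) counted by laser-scanning microplate cytometry.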
SMN2 splice up – SMN2 splice variant enhancement; Potency, µM (series often up to 46.1 µM), without a hit: at the top dose activity change, positive = activation, hits mostly activators; HEK293 SMN2-luciferase splicing reporter, luminescence, 30-36 h; actives 2.8% (n = 210,000); AID 1458; further: % of control where 0% means no effect; nearly all actives have a fitted effect of over 55% in size
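qHTS luciferase splicing reporter: luminescence rises when SMN2 exon 7 is included in transfected HEK293 cells. Compound exposure lasted 30-36 h at 37C, with 4.5 mM final sodium butyrate as control, followed by a ONE-Glo read.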
RGS12 GoLoco inh – blocks human Gai1 binding to RGS12 GoLoco peptide, red readout. Gai1:RGS12 GoLoco peptide FP, rhodamine, 10 min. Potency, µM (highest dose often 61.6 µM), for the others: at the highest dose activity, negative = inhibition, usual class: inhibitors. actives 0.44% (n = 230,000); active means well fitted inhibition curve with a large enough effect, not every such curve was filed as active; inactive means no such curve, though single readings can be large or run the other way; further: on the % scale 0 is the no-effect control and ±100 the full control effect; nearly all actives have a fitted effect of over 30% in size; many of its hits are not listed in these tables
JMJD2E inh – inhibitors of human JMJD2E histone demethylase. AID 2147. B2RXH2. JMJD2E catalytic domain, FDH-coupled NADH fluorescence (FDH is formaldehyde dehydrogenase). actives 1.6% (n = 230,000). Potency, µM (top dose mostly 57.1 µM), inactives show top-dose activity change, negative = inhibition, hits mostly inhibitors; active means well fitted inhibition curve with a large enough effect, not every such curve was filed as active; inconclusive means small, poorly fitted or top-dose-only effect, or another doubt; inactive means no such curve, though single readings can be large or run the other way;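 further: 0% = wells with enzyme and -100% = buffer wells without enzyme; nearly all actives have a fitted effect of over 50% in size; many of its hits are not listed in these tables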
IMPase Li inh – membrane-permeable IMPase blocker, potentiated with lithium | CHO-M1 cells, IP1 TR-FRET (IP-One), carbachol + lithium | Potency, µM (series often up to 59.4 µM), inactives show at the highest dose activity, negative = IMPase inhibition, actives largely listed as inhibitors | actives 0.35% (n = 210,000) | AID 1457;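 further: IP1 builds up when IMPase is blocked and the TR-FRET signal falls; plate controls were basal vehicle for no effect and high inhibitor control for full effect; nearly all actives have a fitted effect of over 50% in size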
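Readout is a homogeneous TR-FRET IP1 immunoassay (Ex 320, Em 665 and 620), where raised cytosolic IP1 lowers signal. Cells were CHO-M1 treated 30 min at 37C with test compounds plus a little lithium; AC50 values came from Hill-equation fitting.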
Active calls of the source: *; i = inactive; ? = inconclusive; nt = not tested or not shown; [ ] = another dose, or the depositor's remark. Unless noted, the call rests on the fitted dose curve; in most records, active means well fitted curve in the direction sought with a large enough effect; inconclusive means small, poorly fitted or top-dose-only effect, or another doubt; inactive means no such curve, though single readings can be large; an effect the other way counts as inactive or inconclusive. Potency means the concentration at half of the fitted maximal effect. Only part of the results is shown (hit frequency here may not be typical).

SMILES,RECQ1 inh,Luc counter,NPSR antag,Epigenetic derep,SMN2 splice up,RGS12 GoLoco inh,JMJD2E inh,IMPase Li inh
CCOc1ccc(NC(=O)CN(C)CC(=O)Nc2cc(Cl)ccc2C#N)cc1OCC,-8.3%,2.5%,-12.2%[46.1 µM],-1.0%,-2.2%,7.9%,9.0%,21.3%[38.3 µM]
CC1CC(C)CN(S(=O)(=O)c2cccc(C(=O)OCCN3CCCC3=O)c2)C1 (stereo unspecified),-6.8%,-2.2%,-6.0%[46.1 µM],2.1%,?,1.1%,4.1%,22.1%[38.3 µM]
Nc1ccc(C2CCCc3nonc32)c2nonc12 (stereo unspecified),-5.9%,5.5%,-2.5%[46.1 µM],4.9%,-4.4%,15.5%,-4.3%,-4.2%[38.3 µM]
Cc1ccc(C(=O)NCC(=O)NCC(=O)OCC(=O)c2ccc([N+](=O)[O-])cc2)cc1,i,-3.3%,2.2%[46.1 µM],-0.9%,2.1%,-2.9%,-0.7%,-9.5%[38.3 µM]
CN(C)C(=O)C#Cc1ccccc1,-1.7%,nt,?,0.8%,nt,5.3%,5.9%,nt
OC(CNCC1CCCO1)Cn1c2ccc(Br)cc2c2cc(Br)ccc21 (stereo unspecified),-3.6%,-2.4%,?,-1.2%,-22.2%,6.8%,-1.6%,24.8%
Cc1cc2c(cc1C)CSC(c1ccccc1OC(=O)C(C)(C)C)SC2,-1.5%,12.5%,?,0.7%,-12.0%,-4.2%,-1.9%,31.2%[activator][38.3 µM]
Cc1nc2ccccc2n1CC(O)COC1CCCCC1 (stereo unspecified),-1.7%,1.9%,1.5%[46.1 µM],-5.4%,-56.6%[inhibitor],1.2%,3.7%,2.6%
CC1=NC(C#N)=C(C#N)NC(C)(C)C1,-8.0%,2.6%,7.3%,1.1%,-2.7%,7.7%,1.9%,-4.7%
O=C(CSc1nnc2ccccn12)N1CCc2ccccc2C1,-7.3%,-2.6%,3.5%[46.1 µM],-0.8%,26.4%,14.1%,?,-16.1%[38.3 µM]
CC(C(=O)NCCN1CCOCC1)c1ccc([N+](=O)[O-])cc1 (stereo unspecified),-3.6%,-1.0%,29.9%,0.0%,-9.8%,2.0%,3.1%,-3.8%
COc1cc(NC(=O)c2cccs2)c(OC)cc1NC(=O)CCC(=O)Nc1ccc2ncccc2c1,-20.0%,2.4%,7.6%,2.3%,nt,-0.8%,?,10.1%
O=C(CSc1nnc(-c2ccc3c(c2)OCCO3)o1)NC1CCCCC1,-10.2%,-2.3%,?,-1.1%,-4.1%,-1.4%,-0.4%,1.9%[38.3 µM]
Cc1ccc(S(=O)(=O)NCC(=O)N2CCC(C)CC2)cc1,-3.9%,-2.2%,2.3%[46.1 µM],-1.8%,-12.1%,-7.7%,-2.6%,9.6%[38.3 µM]
CCOC(=O)c1c(NC(=O)Cn2c(C)nc3ccccc32)sc2c1CCC2,-1.9%,-0.9%,-27.3%[46.1 µM],0.0%,-64.0%[inhibitor],-3.1%,-6.0%,21.9%[38.3 µM]
CCOC(=O)C(=O)NN=C(c1ccccc1)c1ccccc1,-8.3%,nt,-16.6%,1.9%,nt,0.4%,5.3%,nt
COc1ccc(-c2csc(N(CC3CCCO3)C(=O)c3ccc(C)cc3)n2)cc1 (stereo unspecified),1.8%,-1.1%,-17.9%[46.1 µM],0.0%,-42.5%[inhibitor],-2.9%,-3.3%,9.2%
Cc1nc(N/C(N)=N/S(=O)(=O)c2ccc([N+](=O)[O-])cc2)nc2ccccc12,-10.5%,3.6%,-19.0%[46.1 µM],1.0%,-8.8%,1.1%,13.1%,12.1%
COc1ccc(OCc2cccc(C(=O)Nc3cc(C)on3)c2)cc1,1.2%,-1.1%,-15.7%,-1.0%,0.199µM*,3.7%,19.2%,-5.9%
COC1C/C(=N\O)C2OC(c3ccccc3)OCC2O1 (stereo unspecified),8.6%,-1.4%,10.7%,1.9%,-2.7%,-18.7%,8.3%,-3.7%

A stretch of the results above, as a working copy:
SMILES,RECQ1 inh,Luc counter,NPSR antag,Epigenetic derep,SMN2 splice up,RGS12 GoLoco inh,JMJD2E inh,IMPase Li inh
CCOc1ccc(NC(=O)CN(C)CC(=O)Nc2cc(Cl)ccc2C#N)cc1OCC,-8.3%,2.5%,-12.2%[46.1 µM],-1.0%,-2.2%,7.9%,9.0%,21.3%[38.3 µM]
CC1CC(C)CN(S(=O)(=O)c2cccc(C(=O)OCCN3CCCC3=O)c2)C1 (stereo unspecified),-6.8%,-2.2%,-6.0%[46.1 µM],2.1%,?,1.1%,4.1%,22.1%[38.3 µM]

Additional structures
SMILES,RECQ1 inh,Luc counter,NPSR antag,Epigenetic derep,SMN2 splice up,RGS12 GoLoco inh,JMJD2E inh,IMPase Li inh
O=C(COC(=O)c1c2ccccc2cc2ccccc12)Nc1ncc(C(F)(F)F)cc1Cl,-6.9%,8.3%,-7.5%[46.1 µM],-0.1%,-2.6%,13.3%,?,-2.7%[38.3 µM]
Cc1ccc(S(=O)(=O)N(C)C)cc1NC(=O)Nc1ccccc1F,0.1%,nt,8.2%,1.1%,nt,-9.2%,-9.8%,nt
Cc1ccc(-c2ccc(=O)n(CC(=O)Nc3cccc(C(=O)N4CCN(C)CC4)c3)n2)cc1,-7.9%,nt,-4.5%[46.1 µM],-5.4%,nt,nt,?,nt
CCN(CC)C(=O)CN(C)S(=O)(=O)c1cccc2nsnc12,-15.9%,-3.3%,-4.3%[46.1 µM],1.1%,4.3%,2.7%,1.5%,-3.6%[38.3 µM]
CC(=O)NN1C(=O)/C(=C\c2ccc(O)cc2)SC1=S,?,-3.0%,1.6%,-0.4%,nt,106.9%[activator],-5.4%,7.2%
C=CCN1c2ccccc2[C@]23C[C@@H](C(=O)OC)N(C(C)=O)C2=NC(C(=O)OC)=C(C(=O)OC)[C@H]13,1.6%[11.5 µM],-1.1%[7.66 µM],19.5%,-1.7%,9.0%[9.22 µM],3.7%[14.2 µM],14.4%[11.4 µM],10.5%
CCN(CC(=O)Nc1ccc(C)c(F)c1)CC(=O)NC(C)C,-4.5%,0.7%,8.0%,-1.0%,-5.8%,-11.5%,-4.3%,5.9%
CCc1ccc(NC(=O)Cn2nc(C)c([N+](=O)[O-])c2C)cc1,-7.2%,2.4%,-11.5%,1.3%,-4.7%,-0.1%,-4.0%,0.1%
CCN(CC)CCNCc1cc(Br)ccc1OCC(=O)NCc1ccccc1,22.4%,1.9%,-27.3%,2.1%,0.3%,5.2%,0.8%,9.5%
COc1cc2c(cc1O)CC[C@@H]1[C@@H]2CC[C@]2(C)[C@@H](O)CC[C@@H]12,7.7%,nt,-8.6%,5.6%,nt,8.9%,6.3%,nt
CC1(C(=O)O)COC(c2ccc([N+](=O)[O-])cc2)OC1 (stereo unspecified),-11.8%,3.6%,-10.2%[46.1 µM],0.0%,0.3%,-2.9%,5.6%,25.3%[38.3 µM]
COc1ccc(C2=COc3ccccc3C(=O)N2)cc1,i,-1.5%,-6.3%,-0.1%,11.5%,-0.8%,-2.2%,-2.2%
CCN1CCN(C(=O)CN(CC)S(=O)(=O)c2ccc(Cl)cc2)CC1,i,3.0%,1.2%[46.1 µM],-0.7%,6.3%,-4.3%,4.5%,-3.6%[38.3 µM]
O=C(Nc1nc(-c2ccc(S(=O)(=O)N3CCCC3)cc2)cs1)C1COc2ccccc2O1 (stereo unspecified),-0.6%,1.6%,-24.5%[46.1 µM],-0.8%,-54.0%[inhibitor],1.0%,-11.3%,-3.1%[38.3 µM]
COc1c(N)c2ccccc2[nH]c1=O,-5.4%,-3.6%,-11.5%[46.1 µM],0.0%,?,0.9%,?,16.0%[38.3 µM]
COc1cc(C(c2c(C)[nH][nH]c2=O)c2c(C)[nH][nH]c2=O)ccc1OCc1ccc([N+](=O)[O-])cc1,-20.5%,20.0%,-11.8%[46.1 µM],19.0%,17.8µM*,-9.1%,?,32.3%[38.3 µM]
Cc1ccc(CN=C2NC(=O)C(CC(=O)NCCc3ccccc3)S2)cc1 (stereo unspecified),i,1.4%,5.4%,16.7%,12.1%,9.9%,-2.8%,6.0%
CC1=NC2(CCCc3c2no[n+]3[O-])N(O)C1(C)C (stereo unspecified),i,-0.9%,7.7%[46.1 µM],2.4%,-8.6%,-1.0%,-7.6%,15.4%[38.3 µM]
CCCOC(=O)c1ccc(NC(=O)c2nc3nc(C)cc(C)n3n2)cc1,-3.4%,0.2%,-7.8%,0.9%,-16.2%,-7.7%,3.8%,20.3%
Cc1ccc(NC(=O)COc2ccccc2[N+](=O)[O-])nc1,-7.1%,?,-1.7%,1.1%,2.82µM*,7.4%,2.7%,-0.3%

An excerpt from above in order of length of the SMILES, lowest first.
SMILES,RECQ1 inh,Luc counter,NPSR antag,Epigenetic derep,SMN2 splice up,RGS12 GoLoco inh,JMJD2E inh,IMPase Li inh
CCN(CC(=O)Nc1ccc(C)c(F)c1)CC(=O)NC(C)C,-4.5%,0.7%,8.0%,-1.0%,-5.8%,-11.5%,-4.3%,5.9%
CCCOC(=O)c1ccc(NC(=O)c2nc3nc(C)cc(C)n3n2)cc1,-3.4%,0.2%,-7.8%,0.9%,-16.2%,-7.7%,3.8%,20.3%
O=C(Nc1nc(-c2ccc(S(=O)(=O)N3CCCC3)cc2)cs1)C1COc2ccccc2O1 (stereo unspecified),-0.6%,1.6%,-24.5%[46.1 µM],-0.8%,-54.0%[inhibitor],1.0%,-11.3%,-3.1%[38.3 µM]

(more compounds)
SMILES,RECQ1 inh,Luc counter,NPSR antag,Epigenetic derep,SMN2 splice up,RGS12 GoLoco inh,JMJD2E inh,IMPase Li inh
COc1ccccc1NC(=O)Cn1c(C)cc(=O)c2cccc(OC)c21,12.1%,nt,-11.7%,2.1%,nt,18.3%,?,nt
COc1ccc(C2c3ccsc3CCN2C(=O)C(C)(C)C)cc1 (stereo unspecified),-18.1%,nt,33.3%,-0.2%,nt,1.9%,7.1%,nt
O=C(c1ccco1)N1CCC2(CCCN(c3ncccn3)C2)CC1,-2.5%,-2.9%,nt,nt,-12.8%,2.6%,nt,?
O=C(COC(=O)/C=C/c1ccc(OC(F)F)cc1)NCCN1C(=O)CSC1=O,-2.2%,-0.8%,0.0%,1.4%,0.5%,2.2%,4.9%,-1.0%

Screens (PubChem)
